Growth percent in the NCI-60 one-dose screen (48 h, 10 µM unless noted): 100 = growth as untreated, 0 = no growth, -100 = all killed.
HL-60(TB): HL-60(TB) leukemia cells; actives 9% (n = 78,000); active means growth percent below 10
The depositor's hits bear a star; & = joins results of further samples. These rows are one share of the data; rates above refer to the full screens.

structure | HL-60(TB)
CCCOS(=O)(=O)c1ccc(C)cc1 | 104
CCN(CC)c1ccc2c(c1)Oc1nc(N)c(C#N)c(N)c1C2Sc1ccc(F)cc1 (stereo not drawn) | -18*
COc1cc(C2CC(c3cc(OC)c(OC)c(OC)c3)=Nc3c(N)nc(N)nc3N2)ccc1Oc1nc(NCCO)nc(N2CCOCC2)n1 (stereo not drawn) | 92
COc1ccc(-c2nc(SCC(=O)c3ccccc3OC)[nH]c(=O)c2C#N)cc1 | 116
O=CNc1ccc([N+](=O)[O-])cc1 | 92
O=S(=O)(c1ccc(Cl)cc1)C(Cl)(Cl)Cl | 1.0*
Nc1n[nH]c2cccc(C#Cc3cccc(C(=O)Nc4ccc(Cl)c(C(F)(F)F)c4)c3)c12 | 21
NC1=NC(c2ccccc2O)c2sc3ccc(Cl)cc3c2N1 (stereo not drawn) | 109
COc1ccc(-c2nc3sc(C)nn3c2-c2nc3cc(Cl)c(F)cc3[nH]2)cc1 | 103
CC(=O)OC(COS(=O)(=O)c1ccc(C)cc1)Cn1cnc2c1c(=O)n(C)c(=O)n2C (stereo not drawn) | 114
Clc1nc(OCc2cn(Cc3ccccc3)nn2)nc(N2CCOCC2)n1 | 102
CC1(C)[C@@H]2CC[C@]1(C)[C@@H](OC(=O)CSC#N)C2 | 108
O=C(Nc1ccc2[nH]ccc2c1)c1ccc(Cl)c(Cl)c1 | 67
Cc1ccc2c(n1)C[C@H](C#N)CC[C@@H]2C | 96
COC(=O)c1ccc2c(c1)nc(-c1ccc(Cl)cc1)n2Cc1ccc(OC)c(OC)c1 | 76
CSc1nc2sc3c(c2c(=O)n1-c1ccc([N+](=O)[O-])cc1)CCCCC3 | 98
CSc1cccc(NC(=O)NCCN2CCN(c3ccccc3)CC2)c1 | 97
CCC1C(c2ccccc2)=CCC(C(=O)O)C1C (stereo not drawn) | 104
Cc1cc(=O)oc2cc(OCCOc3ccc(/C=C/C(=O)Nc4ccccc4Cl)cc3)ccc12 | 95
COc1ccc(CNC2CCN(c3ccc(NC(=O)c4cccc(Cl)c4)cc3)CC2)cc1OC | 63
CC(=O)c1ccc2c(c1)C1C=CCC1[C@H](c1cc3c(cc1Br)OCO3)N2 (stereo partly drawn) | -45*
c1ccc(CC(NC2CCCCC2)c2ccccc2)cc1 (stereo not drawn) | 44
N#Cc1ccc(C(=O)c2c(N)c(C#N)cn2-c2ccc(Cl)cc2Cl)cc1 | 104
O=C(NNc1nc2cc(F)c(F)cc2n2c(CN3CC4CNCC4C3)ccc12)c1cnccn1 (stereo not drawn) | -1.9*
Cn1c(SCC(=O)c2ccc(-c3ccccc3)cc2)nc2ccccc2c1=O | 99
c1ccc(Nc2nnc(-c3ccccc3)c3c(-c4ccccc4)onc23)cc1 | 63
CCN(CC)C(=O)C1CCCCN1Cc1c[nH]c2ccccc12 (stereo not drawn) | 103
Cc1ccc(S(=O)(=O)Nc2ccc(-c3cc(-c4cccc(C)c4)c(C#N)c(=O)[nH]3)cc2)cc1 | 76
Cn1cnc2c1c(=O)n(CC(=O)Nc1ccc(S(=O)(=O)Nc3ncccn3)cc1)c(=O)n2C | 101
Cn1nc(C(=O)Cl)c(=O)[nH]c1=O | 87
CC(C)=CCC[C@](C)(O)[C@H]1CC[C@]2(C)[C@@H]1CC[C@@H]1[C@@]3(C)C/C(=C/c4ccc(Br)cc4)C(=O)C(C)(C)[C@@H]3CC[C@]12C | 93
O=C(N=Nc1c(O)[nH]c2ccc(Cl)cc12)c1cc2ccccc2[nH]1 | 85
O=C1Nc2ccccc2/C1=N/n1c(N/N=C/c2cccnc2)n[nH]c1=S | 140
CC(=O)c1nn(-c2ccccc2)c2nc3nc(-c4cc5ccccc5o4)cc(-c4c[nH]c5ccccc45)c3c(=O)n12 | 94
C#C[C@]1(O)CC[C@H]2[C@@H]3CC=C4c5sc(-c6c(Cl)cccc6Cl)nc5CC[C@]4(C)[C@H]3CC[C@@]21C | 79
Cc1cc2c(cc1Cl)C(=O)/C(=C/c1ccc(F)cc1)O2 | 101
O=C1CC(c2ccc(F)cc2)c2cnn(Cc3ccc4c(c3)OCO4)c2N1 (stereo not drawn) | 103
C[N+](C)(C)C[C@H](O)CC(=O)[O-] | 92
CCCCCCC1N=C(N)N=C(N)N1c1cccc(Cl)c1 (stereo not drawn) | 44
Cc1nn(Cc2ccccc2)cc1C(=O)Nc1sc2c(c1C(N)=O)CCC(=O)C2 | -4.4*
Cc1nc2ncc(-c3ccc4ncnc(NCc5ccccc5)c4c3)cc2[nH]1 | 109
COc1ccc(C(Cc2ccccc2)NC(CO)(CO)CO)cc1 (stereo not drawn) | 104
C=CSC(=S)Sc1ccccc1 | 108
CCOC(=O)C#Cc1c(CC(=O)OCC)nnn1[C@H]1O[C@@H](CO)[C@@H]2OC(C)(C)O[C@@H]21 | 38
COc1cc2c3cc1Oc1c(OC)c(OC)cc4c1C(Cc1ccc(O)c(c1)Oc1ccc(cc1)CC3N(C)CC2)N(C)CC4 (stereo not drawn) | -32*
COc1ccc(NC(N)=O)cc1 | 95
COc1cc(-c2ccc(NC(=O)NCN3CCOCC3)c(OC)c2)ccc1NC(=O)NCN1CCOCC1 | 95
CC(=O)n1nc(C2=C(c3cccs3)NC(=S)NC2C)cc1-c1ccc(C)o1 (stereo not drawn) | 71
Nc1nc(Nc2ccc(Cl)cc2)nn1S(=O)(=O)c1ccc(-c2ccc(F)cc2)cc1 | 110
CCCCN(Cc1c(O)ccc2ccccc12)Cc1c(O)ccc2ccccc12 | 267
CC/C(=C\c1ccccc1)[N+](=O)[O-] | 70
CC1(C)CC[C@]2(c3nnc(-c4ccncc4)o3)CC[C@H]3C(=CC[C@H]4[C@@]3(C)CC[C@H]3C(C)(C)C(=O)CC[C@]43C)[C@@H]2C1 | 3.0*
C=C[C@]1(C)C=C2CC[C@@H]3C(C)(C)C(=O)CC[C@@]3(C)[C@@H]2CC1 | 101
CC(C)COC(=O)Cc1ccccc1 | 109
Cn1ncc2ccc(-c3nc(-c4ccccc4)[nH]c3-c3n[nH]c(=O)n3C3CC3)cc21 | 85
CCN(CC)CCCN1C(=O)c2c(c(C)c3c(oc4ccc(O)cc43)c2C)C1=O | -5.1*
CC(C)(NC(=O)c1nn(CCCCCF)c2ccccc12)c1ccccc1 | 88
COc1ccc(-c2cc3cnc4ccc(Br)cc4c3oc2=O)cc1 | 96
COc1cc2c(c(OC)c1OC)-c1ccc(OC)c(=O)cc1[C@@H](NC(=O)CCl)CC2 | -7.5*
COc1cccc2occ(/C=N/N=c3/sc(C(C)=O)nn3-c3ccc(Cl)cc3)c(=O)c12 | 100

Some of these compounds in order of count of non-hydrogen atoms, smallest number first:
structure | HL-60(TB)
CC/C(=C\c1ccccc1)[N+](=O)[O-] | 70
CCCCN(Cc1c(O)ccc2ccccc12)Cc1c(O)ccc2ccccc12 | 267
COc1cc2c3cc1Oc1c(OC)c(OC)cc4c1C(Cc1ccc(O)c(c1)Oc1ccc(cc1)CC3N(C)CC2)N(C)CC4 (stereo not drawn) | -32*

Other results follow.
structure | HL-60(TB)
N#Cc1cc2n(c1N)C(=S)N(c1ccccc1)C2=O | 100
COc1c(/C(C)=N/N=c2sc(C(C)=O)nn2-c2ccc(Cl)cc2)c(Oc2ccccc2)c(OC)c2occc12 | 104&102
C[C@]12CCc3nc(NCCCN4CCOCC4)sc3C1=CC[C@@H]1[C@@H]2CC[C@]2(C)C(=O)CC[C@@H]12 | 88
O=C(c1ccc(Cc2n[nH]c(=O)c3cccnc23)cc1)N1CCN(c2ccc(C(F)(F)F)cc2)CC1 | 99
CCCC(=O)Oc1ccc(C(C)C)cc1 | 96
CC(=O)OC1Oc2cc(C)c(C)cc2-c2oc(=O)c(-c3ccc(F)cc3)cc21 (stereo not drawn) | 12
CC1Cc2c(NCc3ccccc3)ncnc2N(C)c2ccc(Cl)cc21 (stereo not drawn) | 31
COc1cc(OC)c(Cl)c(OC)c1 | 103
Cc1c(C(=O)NCCC(=O)NO)sc2ncnc(Nc3ccc(NC(=O)Nc4cccc(C(F)(F)F)c4)cc3)c12 | 105
CCOC(CN=Cc1cc(C)c2[nH]c3ccccc3c2c1C)OCC | 77
CN1C(=O)CC[C@@]2(C)C1=CC[C@@H]1[C@@H]2CC[C@@]2(C)[C@H]1CC[C@]2(C)O | 102
Cn1c(N)nc2c1c(=O)[nH]c(=O)n2C | 110
O=CC(O)C(O)C(O)C(O)C(O)CO (stereo not drawn) | 100&94
COc1ccc(-c2cc(C(=O)Nc3nc4ccc(OC)cc4s3)nc3cc(-c4ccccc4)nn23)cc1 | 98
O=C(CC(C(=O)c1ccccc1)N1CC1)c1ccccc1 (stereo not drawn) | 94
COC(=O)[C@@H](C)C[C@H](Cc1ccccc1)NC(=O)c1csc([C@@H](C[C@H](C(C)C)N(C)C(=O)C2(NC(=O)[C@H]3CCCCN3C)CC2)OC(C)=O)n1 | -46*
CCCC(C)c1ccc(OCCCCCCN2CCNCC2)cc1 (stereo not drawn) | -45*
Cc1c(-[n+]2noc(=O)[nH]2)no[n+]1[O-] | 103
Cc1nc(/N=C(\N)NC(=O)Nc2ccccc2Cl)sc1C | 3.8*
O=[N+]([O-])C1[C@H](c2c[nH]c3ccccc23)c2c([nH]c3ccccc23)[C@H]1c1c[nH]c2ccccc12 (stereo partly drawn) | 119
CCC/C=C/C=N/NC(=S)NCC | 97
C#Cc1cccc(Nc2ncnc3ccc(N/C=C(/C#N)C(=O)OCC)cc23)c1 | 97
CC(C)CC(N)c1nnc(CCC(=O)c2nc3ncccc3[nH]2)o1 (stereo not drawn) | 102
COC(=O)C(C(=O)OC)c1ccccc1 | 98
COc1ccc(CCNC(=O)C(=O)C(Cc2ccccc2)NC(=O)/C=C/c2ccc(O)c(O)c2)cc1 (stereo not drawn) | 78
C=CCSC(CC)(CC)C(N)=O | 91
CCC(CC)NC(CC)CO (stereo not drawn) | 135
C/C(=C(/c1ccccc1)c1ccc(N2C(=O)c3cccc4c(NCCO)ccc(c34)C2=O)cc1)c1ccccc1 | 101
Cc1nc2ccc(Cl)cn2c1-c1nnc(SCc2ccc([N+](=O)[O-])cc2)o1 | 109
COc1cc(C2=NNC(c3sc(Cl)nc3Cl)C2)cc(OC)c1OC (stereo not drawn) | 96
COc1cc(/C=N/N=C2\C(=O)Nc3ccc(Br)cc32)ccc1F | 115
NC(=S)N/N=C(\c1ccc(Cl)cc1)C1CC1 | 76
Brc1cc2c(cc1Br)OCO2 | 97
COc1ccc(/C=C/C(=O)NCC(C)O)cc1 (stereo not drawn) | 109
Nc1nc(Nc2ccccc2)nn1Cc1cc(F)cc(F)c1 | 87
c1cc(N2CCOCC2)nc(NCCCNc2nc(N3CCOCC3)nc(N3CCOCC3)n2)n1 | 91
C[C@]12CCc3sc(Nc4ccc(OC(F)(F)F)cc4)nc3C1=CC[C@@H]1[C@@H]2CC[C@]2(C)C(=O)CC[C@@H]12 | 44
COc1ccc(Cc2nnc3sc(-c4ccc(OC)c(OC)c4)nn23)cc1 | 90
Cc1cc(N2CCCCC2)nc(N(CCNc2ccnc3cc(Cl)ccc23)Cc2ccccn2)n1 | 42
CN(Cc1ccccc1)c1nc(Cl)c(C2CC(c3ccc(F)cc3)=NN2c2cc(Cl)cc(Cl)c2)s1 (stereo not drawn) | 96
C/C=C(C)/C=N/Nc1nc(-c2ccc(Cl)cc2)cs1 | 98
Cc1cc2c(cc1Cl)C(=O)/C(=C/c1ccc(O)c(O)c1)O2 | 103
CC1(c2cc(NC(=O)Cc3ccc(F)c(Cl)c3)n(CC3CCCCC3)n2)CC1 | 102
CCOC(=O)C1CCC(=O)C=C1C (stereo not drawn) | 88
Cn1c(=O)c2c(nc(N3CCN(CCCl)CC3)n2C)n(C)c1=O | 88
Clc1ccccc1-c1nnc(Cn2c(COc3cccc4ccccc34)nc3ccccc32)o1 | 92
COc1ccc(C2NN=C3c4ccccc4CCC32)cc1 (stereo not drawn) | 41
O=C(CCCCC(=O)Nc1ccc(C2=NCCN2)cc1)Nc1ccc(C2=NCCN2)cc1 | 102
CCCCCCC1(/C=N/NC(N)=O)NC(=O)NC1=O (stereo not drawn) | 97
CC(=O)c1cc(Br)ccc1O | 101
OCC(O)C1OC(c2ccco2)OC(CO)C1O (stereo not drawn) | 108
COc1ccc(-c2c(C#N)c(N)n3nc(N)c(C#N)c3c2C#N)cc1 | 62
O=C(C[C@]1(O)C(=O)Nc2ccccc21)c1ccc(O)cc1O | 106
O=CNCCO | 67
O=C(CCl)N1CCCc2ccccc21 | 93
Fc1cccc(COc2ccc(Nc3ncnc4sc5c(c34)CCCC5)cc2Cl)c1 | 82
Cc1ccc(S(=O)(=O)N2CC=C(N)N2)cc1 | 102&95
Cc1ccc(/C=C2\SC(=S)NC2=O)s1 | 95
Cn1ncc2c(Nc3ccccc3Cl)nc(Nc3ccccc3Cl)nc21 | 100
O=C(CN1C(=O)S/C(=C\c2ccccc2)C1=O)Nc1ncc(Cc2ccccc2)s1 | 98
CS(=O)(=O)c1ccc(C(=O)N2N=C(c3ccccc3)CC2c2ccc(Cl)cc2)cc1 (stereo not drawn) | 72
COc1ccc(C(=O)/C=C/c2ccc3c(c2)OCO3)cc1 | 112

By substructure, those above containing bromine (6)
structure | HL-60(TB)
CC(=O)c1ccc2c(c1)C1C=CCC1[C@H](c1cc3c(cc1Br)OCO3)N2 (stereo partly drawn) | -45*
CC(C)=CCC[C@](C)(O)[C@H]1CC[C@]2(C)[C@@H]1CC[C@@H]1[C@@]3(C)C/C(=C/c4ccc(Br)cc4)C(=O)C(C)(C)[C@@H]3CC[C@]12C | 93
COc1ccc(-c2cc3cnc4ccc(Br)cc4c3oc2=O)cc1 | 96
COc1cc(/C=N/N=C2\C(=O)Nc3ccc(Br)cc32)ccc1F | 115
Brc1cc2c(cc1Br)OCO2 | 97
CC(=O)c1cc(Br)ccc1O | 101

Exported with each value named: two of the compounds above
SMILES: Clc1ccccc1-c1nnc(Cn2c(COc3cccc4ccccc34)nc3ccccc32)o1
  HL-60(TB): 92
SMILES: Cc1cc2c(cc1Cl)C(=O)/C(=C/c1ccc(O)c(O)c1)O2
  HL-60(TB): 103

Screening results as filed in PubChem BioAssay.
